Bioassay records deposited in PubChem BioAssay by Sanford-Burnham Center for Chemical Genomics.
CXCR6 inh = blocks human CXCR6 beta-arrestin recruitment. inhibition, % at 20 µM. hit rate 0.36% among 360,000. CHO-K1 PathHunter CXCR6 beta-arrestin, luminescence. O00574; in the data active = inhibition above about 34%, passing the limit was not always enough;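 also: antagonist mode with CXCL16 agonist at 10 nM final; 0% = 10 nM CXCL16 with DMSO and 100% = unstimulated wells without agonist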
Target sequence (O00574 whole entry, looked up): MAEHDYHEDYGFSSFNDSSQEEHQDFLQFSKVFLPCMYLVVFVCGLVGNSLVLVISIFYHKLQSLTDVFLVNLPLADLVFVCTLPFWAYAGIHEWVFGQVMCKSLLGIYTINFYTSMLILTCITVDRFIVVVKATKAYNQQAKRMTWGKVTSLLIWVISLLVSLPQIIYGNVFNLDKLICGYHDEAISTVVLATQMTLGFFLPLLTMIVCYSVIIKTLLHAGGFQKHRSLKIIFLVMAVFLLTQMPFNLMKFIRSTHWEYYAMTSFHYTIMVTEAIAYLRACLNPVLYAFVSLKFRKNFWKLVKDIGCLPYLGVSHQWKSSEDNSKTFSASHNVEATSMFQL
UBC13 polyUb = human UBC13 polyubiquitination inhibition | P61088 | UBC13 polyubiquitin chain formation, TR-FRET | inhibition, % at 20 µM | hit rate 0.47% among 330,000 | AID 485273; in the data active = inhibition above about 45%, passing the limit was not always enough
Target sequence (P61088 whole entry, looked up): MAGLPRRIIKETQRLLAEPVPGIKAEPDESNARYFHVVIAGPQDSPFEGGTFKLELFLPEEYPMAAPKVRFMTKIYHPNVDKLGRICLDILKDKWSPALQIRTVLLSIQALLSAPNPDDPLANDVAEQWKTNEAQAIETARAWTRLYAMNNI
CCR6 antag = blocks CCL20-driven beta-arrestin recruitment at human CCR6 | hit rate 0.49% among 340,000 | inhibition, % at 20 µM | AID 493098 | CHO-K1 CCR6 PathHunter beta-arrestin, luminescence, CCL20-stimulated;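 active = compounds whose inhibition of the agonist-driven luminescence signal at 20 µM reaches about 50%, limit read from the data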;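 also: cells stimulated with CCL20 at 14 nM final; plate controls were DMSO with CCL20 for no effect and DMSO without agonist for full effect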
APJ agonist = activates the human apelin receptor APJ; AID 2520; P35414; CHO-K1 APJ PathHunter beta-arrestin, luminescence; 0% DMSO wells, 100% apelin; hit rate 0.11% among 330,000; activation, % at 20 µM;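 active = activation more than six SD over the plate average, tested at 20 µM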;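 also: 0% = DMSO alone and 100% = apelin-13 at 10 nM; some results filed as inactive read as strong as hits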
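assay system = CHO-K1 APJ beta-arrestin complementation cell line | input = cell density 1000 per well | dosing = compound 20 µM once, DMSO 1% | timing = compound 90 min 25 °C, reagent 1 h | measured by = luminescence from split beta-galactosidase complementation, Galacton Star/Emerald II substrate | read-out basis = APJ agonist activity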
APJ antag = blocks the human apelin receptor APJ | CHO-K1 APJ beta-arrestin complementation, luminescence | P35414 | hit rate 0.32% among 330,000 | AID 2521 | inhibition, % at 20 µM;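 active = inhibition above about 40% at 20 µM, limit read from the data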;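 also: cells challenged with 10 nM apelin-13 agonist together with compound; plate controls were apelin-13 plus DMSO wells for no effect and DMSO wells lacking apelin-13 for full effect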
EBI2 antag = EBI2 (human) antagonism; P32249; EBI2 beta-arrestin recruitment, luminescence, 7a,25-OHC stimulated; inhibition, % at 5 µM; hit rate 0.81% among 360,000; in the data active = inhibition above about 38%;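 also: enzyme fragment complementation signal reports receptor beta-arrestin coupling in cells; 0% = agonist plus DMSO wells and 100% = wells without agonist; some results beyond the cut were filed as inactive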
Target sequence (P32249 whole entry, looked up, the tested form may be a part): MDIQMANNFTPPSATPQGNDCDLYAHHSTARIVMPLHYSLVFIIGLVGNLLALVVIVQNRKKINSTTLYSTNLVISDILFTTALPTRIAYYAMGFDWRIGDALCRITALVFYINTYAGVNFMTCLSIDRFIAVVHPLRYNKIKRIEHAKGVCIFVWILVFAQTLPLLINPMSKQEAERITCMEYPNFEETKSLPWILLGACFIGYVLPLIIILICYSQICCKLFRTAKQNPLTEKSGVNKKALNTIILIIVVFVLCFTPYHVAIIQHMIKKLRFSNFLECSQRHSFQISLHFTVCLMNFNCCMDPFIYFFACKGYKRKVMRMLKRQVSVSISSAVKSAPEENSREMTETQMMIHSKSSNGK
Gli-Sufu block = Gli-Sufu pathway antagonism | inhibition, % at 5 µM | AID 588413 | Sufu-KO-LIGHT fibroblasts, Gli luciferase reporter luminescence | hit rate 0.74% among 340,000;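 active = inhibition above about 55%, limit read from the data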;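 also: 0% = DMSO-treated cells and 100% = wells with medium but no cells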
ATG4B inhibitor = inhibitors of human ATG4B cysteine protease; Q9Y4P1; inhibition, % at 8.33 µM; hit rate 0.51% among 340,000; ATG4B cleavage of LC3-PLA2, NBD-HPC fluorescence, 1 h; in the data active = inhibition above about 40%
An asterisk follows results filed as active; nt = not tested or not shown.

Every second line gives: APJ agonist, APJ antag, CCR6 antag, EBI2 antag, UBC13 polyUb, ATG4B inhibitor, Gli-Sufu block, CXCR6 inh
- Cc1cccc(-n2nc([N+](=O)[O-])c(=NC3CCN(Cc4ccccc4)CC3)n2O)c1
→ 16*, -70, 0, -26, -10, 0, 15, -14
- Cn1c(SCC(=O)NCCc2ccccc2)nnc1C1CCCCC1
→ -1, -5, 11, -6, 3, -6, 48, -2
- Cn1c(C(=O)O)cc2cc(Oc3ccccc3)ccc21
→ 0, 17, -3, -17, -12, 2, 4, -3
- Cc1cc(NC(=NC2CC2)c2ccccc2F)n(-c2ccccc2)n1
→ -3, 6, 17, 0, 11, 1, 1, 6
- N#Cc1cccc(NC(=O)CNc2cc(S(=O)(=O)N3CCOCC3)ccc2N2CCCC2)c1
→ -1, 12, 12, 4, -2, 0, -3, 8
- Cc1ccc(NC(=S)Nc2ccc(C(C)C)cc2)cc1S(=O)(=O)N1CCCCCC1
→ 3, -1, 27, 50*, -8, 3, 3, 1
- Brc1cccc(/C=N\n2cnnc2)c1
→ 0, 4, -8, -5, -3, -2, 6, 1
- O=c1[nH]c(C2CCCN(S(=O)(=O)c3ccc(F)cc3)C2)nc2c1nnn2Cc1ccc(F)cc1 (configuration not stated)
→ -1, -12, 2, -6, -7, -28, -2, 3
- Cc1ccccc1-n1nc(C)c2cc(C(=O)N3CCN(S(=O)(=O)c4ccc(F)cc4)CC3)sc21
→ -2, 19, 4, 23, 8, -8, 3, 2
- CCCn1cc(NC(=O)c2cc3n(n2)C(C(F)(F)F)CC(c2ccccc2)N3)cn1 (configuration not stated)
→ 0, 6, 0, 3, -6, -5, -3, -6
- Cc1cc(C)c(NC(=O)c2oc3ccccc3c2COc2ccccc2)c(C)c1
→ -3, -9, 13, 10, -5, 0, 17, -3
- CC(C)(C)NC(=O)CN(c1cccc([N+](=O)[O-])c1)S(=O)(=O)c1ccccc1
→ -4, -12, -2, -15, -2, 0, 1, -2
- Cc1cc(Cl)ccc1OCC(=O)Nc1cccc(S(=O)(=O)NC2=NCCCCC2)c1
→ -3, 6, 16, -1, -4, -2, -7, 1
- O=C(CN1C(=O)CC(c2ccccc2)=Nc2ccccc21)NC1CCCCC1
→ -3, 4, 10, 8, 2, -5, 7, 4
- CC(=O)Nc1ccc(S(=O)(=O)Nc2nc3ccccc3nc2N2CCOCC2)cc1
→ -2, 8, 5, -11, 4, 1, 11, -1
- O=C(Nc1c2c(nn1-c1ccc(F)cc1)CS(=O)C2)c1ccc2c(c1)OCO2 (configuration not stated)
→ -1, 4, -12, 8, -7, -8, 5, 1
- COc1cccc(/C=C/C(=O)OCC(=O)Nc2nnc(-c3ccccc3)o2)c1OC
→ nt, nt, 2, -7, nt, -11, -15, 2
- COC(=O)C1CCN(C(c2ccc(OC)c(OC)c2)c2sc3nc(C)nn3c2O)CC1 (configuration not stated)
→ -1, 14, 1, -6, -2, -4, -1, -4
- O=C(/C=C/c1ccc([N+](=O)[O-])cc1)c1cccnc1
→ 5, -6, -1, 12, -1, -11, -6, 3
- CCOC(=O)c1nn(-c2cccc(OC)c2)c2nc(CC)c(C#N)c(=O)n12
→ -5, 5, 5, -3, 26, 1, -1, 2
- C=CCn1c(SCC(=O)c2ccc(F)cc2)nnc1-c1ccc2c(c1)OCO2
→ 0, -14, 2, -2, 4, 7, 4, 12
- CSC1=NCCN1C(=O)c1c(-c2ccccc2Cl)noc1C
→ 8, 0, 5, 1, -12, -6, 10, 1
- C=CC[C@H](CC(=O)N(CCO)Cc1ccccc1)C(=O)N[C@H](COC(=O)[C@@H](CC=C)CC(=O)OC(C)(C)C)Cc1c[nH]c2ccccc12
→ -4, 4, 23, 7, -1, -18, -8, 20
- COc1ccc(CCNC(=O)C(=O)NCC2CCCN2S(=O)(=O)c2ccccc2)cc1OC (configuration not stated)
→ 4, -14, -2, -18, -7, -1, -3, -6
- CCOC(=O)N1CCN(C(=O)c2cc3c(-c4cccc(OC)c4)nn(C)c3s2)CC1
→ -5, 2, 8, 18, 5, -12, -4, -13
- O=C(NC1CCCC1)C(c1cccnc1)N(C(=O)c1ccco1)c1ccc(F)cc1 (configuration not stated)
→ -3, -1, 6, -11, 5, 2, -2, 5
- CC(C)C[C@@H]1NC(=O)N(CCCn2ccnc2)C1=O
→ -3, 2, 11, -3, 2, -3, 0, -6
- CCc1ccc(NC(=O)c2ccc(F)c(S(=O)(=O)NCC3COc4ccccc4O3)c2)cc1 (configuration not stated)
→ 5, -16, 11, 10, -11, -8, 0, -12
- Oc1ccc(Br)cc1CN1CCCCCCC1
→ -4, 10, -4, 0, 4, 14, -12, -4
- CN(C)/C=C(\C#N)C(=O)c1cccnc1Oc1cccc(F)c1
→ -4, 7, -5, -17, 7, -1, -4, -1
- O=C(COC(=O)C1CC(=O)N(Cc2ccccc2)C1)Nc1ccccc1F (configuration not stated)
→ -2, -14, -11, 0, 0, 0, -2, 0
- O=C(c1ccco1)N1CCN(S(=O)(=O)c2ccc(Oc3ccccc3)cc2)CC1
→ -6, 32, -1, -6, -1, 5, 9, -1
- CN(C)S(=O)(=O)c1ccc(C(=O)Nc2ccccc2[N+](=O)[O-])cc1
→ 3, -11, -6, -9, 1, -1, -4, -10
- CC1CCc2c(C(=O)NCc3cccnc3)csc2C1 (configuration not stated)
→ -2, -14, 9, 0, -20, 1, 26, 0
- O=C(O)Cc1ccc(NC(=S)Nc2ccc(Br)cc2Cl)cc1
→ -2, 16, 11, -7, -15, -4, -6, 2
- O=C(CN1C(=O)NC2(CCCCCC2)C1=O)Nc1ccc(Cl)cc1Cl
→ 0, 8, 7, 6, 4, -4, -2, -3
- CCCNC(=O)c1ccc(N2CCC3(CC2)CC(c2cccc(Br)c2)=NO3)c(N)c1
→ 10, -2, 11, 7, -2, 9, 4, -2
- O=C1CC(c2ccc(S(=O)(=O)NCc3ccccc3)cc2)CN1 (configuration not stated)
→ -2, -19, -11, -10, 3, 5, 10, -5
- O=C(CCc1nnc2ccc(N3CCC4(CC3)OCCO4)nn12)N1CCCCC1
→ 3, -1, -12, -8, -1, -2, -16, -6
- COC(=O)C1CCCN1C(=O)C12CC3CC(CC(C3)C1)C2 (configuration not stated)
→ -1, -1, 10, -14, 1, -1, -14, 7
- COc1ccc(S(=O)(=O)Nc2c(O)c3ccccc3oc2=O)cc1
→ 1, 12, 2, -2, 4, -7, 15, -3
- O=C(NCc1ccc(OC(F)(F)F)cc1)C1CC(c2cccc(F)c2)=NO1 (configuration not stated)
→ 0, 4, -5, -10, -8, 5, -2, -8
- O=C(NCc1ccccn1)c1ccc(=O)oc1
→ -4, 2, 9, -6, -3, 2, 4, -4
- CC(=O)Oc1cccc(/C=c2\sc3nc(-c4ccco4)nn3c2=O)c1
→ 1, -4, 26, -2, -16, 12, -20, 20
- COc1ccc(-c2csc3ncn(Cc4ccccc4)c(=O)c23)cc1
→ -2, 3, 24, 3, 0, 1, -1, 11
- O=C(NCC(c1ccco1)N1CCc2ccccc2C1)C(=O)Nc1ccccc1F (configuration not stated)
→ -3, 15, 8, -2, 2, 29, 0, 12
- CC(Oc1cccc(Cl)c1)C(=O)Nc1ccccc1C(=O)N1CCCCC1 (configuration not stated)
→ 3, -38, 6, 2, -1, 0, -4, 8
- CCCCNC(=O)c1ccccc1SCc1c(C)noc1C
→ 1, 16, 8, -2, 4, 3, -10, 0
- Cc1cccc(C(=O)NCCCNC(=O)c2ccccn2)c1
→ 1, -8, 17, -19, 7, -9, -19, 5
- COc1ccc(CNc2nccs2)cc1
→ 0, 6, 19, -21, 9, 1, -11, -12
- COc1ccccc1CNc1nc(-c2cc(C)n(C)c2C)cs1
→ nt, nt, 13, 10, nt, 9, 20, 1
- CCNc1nc(NCC)n2c(SCC(=O)Nc3ccc(C)c(C)c3)nnc2n1
→ 7, -10, 11, 4, -8, 0, -7, 3

Of the compounds above, these have fluorine:
Every second line gives: APJ agonist, APJ antag, CCR6 antag, EBI2 antag, UBC13 polyUb, ATG4B inhibitor, Gli-Sufu block, CXCR6 inh
- Cc1cc(NC(=NC2CC2)c2ccccc2F)n(-c2ccccc2)n1
→ -3, 6, 17, 0, 11, 1, 1, 6
- O=c1[nH]c(C2CCCN(S(=O)(=O)c3ccc(F)cc3)C2)nc2c1nnn2Cc1ccc(F)cc1 (configuration not stated)
→ -1, -12, 2, -6, -7, -28, -2, 3
- Cc1ccccc1-n1nc(C)c2cc(C(=O)N3CCN(S(=O)(=O)c4ccc(F)cc4)CC3)sc21
→ -2, 19, 4, 23, 8, -8, 3, 2
- CCCn1cc(NC(=O)c2cc3n(n2)C(C(F)(F)F)CC(c2ccccc2)N3)cn1 (configuration not stated)
→ 0, 6, 0, 3, -6, -5, -3, -6
- O=C(Nc1c2c(nn1-c1ccc(F)cc1)CS(=O)C2)c1ccc2c(c1)OCO2 (configuration not stated)
→ -1, 4, -12, 8, -7, -8, 5, 1
- C=CCn1c(SCC(=O)c2ccc(F)cc2)nnc1-c1ccc2c(c1)OCO2
→ 0, -14, 2, -2, 4, 7, 4, 12
- O=C(NC1CCCC1)C(c1cccnc1)N(C(=O)c1ccco1)c1ccc(F)cc1 (configuration not stated)
→ -3, -1, 6, -11, 5, 2, -2, 5
- CCc1ccc(NC(=O)c2ccc(F)c(S(=O)(=O)NCC3COc4ccccc4O3)c2)cc1 (configuration not stated)
→ 5, -16, 11, 10, -11, -8, 0, -12
- CN(C)/C=C(\C#N)C(=O)c1cccnc1Oc1cccc(F)c1
→ -4, 7, -5, -17, 7, -1, -4, -1
- O=C(COC(=O)C1CC(=O)N(Cc2ccccc2)C1)Nc1ccccc1F (configuration not stated)
→ -2, -14, -11, 0, 0, 0, -2, 0
- O=C(NCc1ccc(OC(F)(F)F)cc1)C1CC(c2cccc(F)c2)=NO1 (configuration not stated)
→ 0, 4, -5, -10, -8, 5, -2, -8
- O=C(NCC(c1ccco1)N1CCc2ccccc2C1)C(=O)Nc1ccccc1F (configuration not stated)
→ -3, 15, 8, -2, 2, 29, 0, 12
